High-throughput results as filed in PubChem BioAssay.
STK33 inh: inhibitors of human STK33 kinase | inhibition, % at 12.5 µM | hit rate 0.44% among 27,000 | ADP-Glo luminescence, MBP substrate; in the data active = inhibition above about 20%
Target sequence (Q9BYT3 whole entry, looked up): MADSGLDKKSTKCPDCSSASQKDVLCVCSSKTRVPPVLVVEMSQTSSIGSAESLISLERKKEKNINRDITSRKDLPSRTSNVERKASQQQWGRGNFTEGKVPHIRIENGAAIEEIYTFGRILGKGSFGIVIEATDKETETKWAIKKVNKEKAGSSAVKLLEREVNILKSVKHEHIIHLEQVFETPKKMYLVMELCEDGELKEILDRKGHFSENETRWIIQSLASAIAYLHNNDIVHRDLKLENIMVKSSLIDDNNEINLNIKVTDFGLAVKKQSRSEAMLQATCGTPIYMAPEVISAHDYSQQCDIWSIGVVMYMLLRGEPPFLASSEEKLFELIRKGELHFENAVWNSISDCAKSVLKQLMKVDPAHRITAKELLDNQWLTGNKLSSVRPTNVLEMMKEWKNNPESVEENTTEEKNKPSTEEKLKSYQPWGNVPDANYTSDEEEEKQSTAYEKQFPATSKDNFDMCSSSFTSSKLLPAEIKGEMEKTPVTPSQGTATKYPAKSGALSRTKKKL
mut p53 react: restores mutant p53 pathway signaling in SW480 cells. SW480 PUMA-promoter luciferase, p53 mutant reactivation. activation, % at 9.98 µM. hit rate 1.5% among 28,000. AID 624151; in the data active = activation above about 52%
Numbers without * were called inactive; / = no result given. An excerpt; the hit share may differ from the screen's.

item	SMILES	STK33 inh	mut p53 react
1	Cc1noc(C)c1S(=O)(=O)N(C)C[C@@H]1Oc2ccc(NC(=O)Cc3cn(C)c4ccccc34)cc2CC(=O)N([C@H](C)CO)C[C@H]1C	/	-2.9
2	C[C@@H]1CN([C@@H](C)CO)C(=O)Cc2cc(NC(=O)C3CCCCC3)ccc2O[C@@H]1CN(C)C(=O)Nc1cccc2ccccc12	-2.1	/
3	O=C(O)c1ccc(OCC(O)Cn2cnc3ccccc32)cc1 (configuration not stated)	-5.3	-8.7
4	COc1ccc(N2C(=O)N(c3ccc(F)cc3)C(=O)C2CC(=O)Nc2ccc(F)cc2)cc1 (configuration not stated)	-2.1	-14.4
5	Cc1noc(C)c1S(=O)(=O)N(C)C[C@H]1Oc2ccc(NC(=O)Nc3ccc(F)cc3)cc2CC(=O)N([C@H](C)CO)C[C@@H]1C	/	1.8
6	Cc1cc(Cc2c(O)nc(SCc3ccccc3)[nH]c2=O)ccc1OC(C)C	/	6.1
7	CCCNC(=O)N(C)C[C@H]1Oc2ncc(C#CC3(O)CCCC3)cc2C(=O)N([C@@H](C)CO)C[C@H]1C	/	10.3
8	COc1cccc(NC(=O)CSc2nnc(-c3cccc(OC)c3)n2-c2ccc(Cl)cc2)c1	4.8	7.7
9	C[C@@H]1CN([C@@H](C)CO)C(=O)Cc2cc(NC(=O)Nc3ccc(F)cc3)ccc2O[C@@H]1CN(C)C(=O)Nc1cccc2ccccc12	3.1	/
10	CCC1Nc2ccccc2-c2nnc(SC)nc2O1 (configuration not stated)	/	7.7
11	C[C@H]1CN([C@@H](C)CO)C(=O)Cc2cc(NS(=O)(=O)c3cn(C)cn3)ccc2O[C@@H]1CN(C)Cc1ccccc1	3.8	0.4
12	COc1ccc(-c2coc3c(OC)c(OC)cc(OC4OC(CO)C(O)C(O)C4OC4OCC(O)C(O)C4O)c3c2=O)cc1 (configuration not stated)	-1.3	-0.7
13	CC(C)NC(=O)Nc1ccc2c(c1)CC(=O)N([C@@H](C)CO)C[C@H](C)[C@@H](CN(C)Cc1ccc3c(c1)OCO3)O2	-2.8	/
14	C[C@@H]1CN([C@H](C)CO)C(=O)c2cc(NS(=O)(=O)c3ccc(F)cc3)ccc2O[C@@H](C)CCCCO[C@H]1CN(C)S(=O)(=O)c1ccccc1	/	-27.0
15	CN=C1S/C(=C/c2cccc(F)c2)C(=O)N1C	/	1.3
16	C[C@@H]1CN([C@@H](C)CO)C(=O)c2cc(NC(=O)Nc3ccccc3)ccc2O[C@@H](C)CCCCO[C@@H]1CN(C)C	/	-8.8
17	Cc1cc(NC(=O)NCCCN2CCN(C3CCCCC3)CC2)ccc1Cl	1.4	3.4
18	Cc1c(Br)ccc(NC(=O)CSc2nnc(-c3ccccc3)n2-c2ccccc2)c1C	2.8	-16.7
19	O=C(CSc1nc2ccccc2[nH]1)Nc1cccc(Cl)c1	-10.5	9.6
20	C[C@@H]1CN([C@H](C)CO)C(=O)Cc2cc(NC(=O)CCC(F)(F)F)ccc2O[C@H]1CN(C)S(C)(=O)=O	-4.1	/
21	O=C(C[C@@H]1C[C@H]2c3cc(NC(=O)NC4CCCC4)ccc3O[C@H]2[C@H](CO)O1)NCCN1CCCCC1	/	4.8
22	C[C@@H]1CN([C@@H](C)CO)C(=O)c2cc(NC(=O)CCC(F)(F)F)ccc2O[C@@H](C)CCCCO[C@H]1CN(C)Cc1ccccc1	/	8.3
23	C=CCOC(=O)[C@@H]1[C@H]2C(=O)O[C@H](c3ccccc3)[C@H](c3ccccc3)N2[C@H](c2ccc(OCCOC(=O)[C@@H]3C[C@@H]4C(=O)N[C@@H](CCCCNC(C)=O)C(=O)N4[C@@H]3c3ccc(O)cc3)cc2)[C@@]12C(=O)Nc1ccc(I)cc12	17.4	/
24	CC(C)(Oc1ccc(Cl)cc1)C(=O)NCc1ccccn1	0.1	8.6
25	O=C(COc1ccc(Cl)cc1Cl)Nc1ncccn1	-4.5	48.0
26	Cc1ccc(C(=O)Oc2ccc(C(=O)CSc3nc4ccccc4o3)cc2)cc1	-1.1	45.6
27	OCc1nc2ccccc2n1CCCOc1ccc(Br)cc1	0.3	55.9*
28	C[C@H](CO)N1C[C@H](C)[C@@H](CN(C)Cc2ccc3c(c2)OCO3)Oc2ccc(N(C)C)cc2C1=O	/	5.0
29	CC(=O)Nc1ccccc1NC(=O)COc1cc(Cl)c(Cl)cc1Cl	1.8	-14.3
30	COc1cccc(S(=O)(=O)N(C)C[C@@H]2Oc3ncc(-c4ccccc4)cc3C(=O)N([C@H](C)CO)C[C@@H]2C)c1	3.8	/
31	O=C(CCc1ccccc1)c1c(O)cc(O)cc1O	-2.6	2.0
32	Cc1cc(I)cc(C)c1NC(=O)CSc1n[nH]c(-c2ccc(Cl)cc2)n1	-0.9	6.0
33	COc1ccc(Nc2nc(NC(C)(C)C)nc(OC)n2)c(OC)c1	-1.6	-0.5
34	COc1ccc(NC(=O)N(C)C[C@@H]2Oc3c(NC(=O)C4CCOCC4)cccc3C(=O)N([C@H](C)CO)C[C@@H]2C)cc1	/	4.5
35	C[C@H]1CN([C@@H](C)CO)C(=O)Cc2cc(NC(=O)Cc3ccccc3)ccc2O[C@@H]1CN(C)S(=O)(=O)c1ccc(F)cc1	3.0	/
36	CCOC(=O)Nc1cccc(NC(=O)CC2c3ccccc3Oc3ccccc32)c1	2.1	-14.4
37	Cc1noc(C)c1NC(=O)N(C)C[C@@H]1Oc2ccc(NS(=O)(=O)c3cn(C)cn3)cc2CC(=O)N([C@@H](C)CO)C[C@@H]1C	2.3	3.5
38	C[C@@H]1CCCCO[C@@H](CN(C)Cc2ccncc2)[C@@H](C)CN([C@@H](C)CO)C(=O)c2cc(NC(=O)Nc3ccc(F)cc3)ccc2O1	/	-12.8
39	COC(=O)c1sccc1NC(=S)N(C)CCC#N	/	4.5
40	C[C@H](CO)N1C[C@H](C)[C@H](CN(C)Cc2ccc(C(=O)O)cc2)OCc2cnnn2CCCC1=O	0.3	/
41	C[C@@H]1CCCCO[C@H](CN(C)C(=O)Nc2cccc3ccccc23)[C@@H](C)CN([C@@H](C)CO)C(=O)c2cc(NC(=O)Nc3ccc(F)cc3)ccc2O1	/	-22.1
42	COc1ccc(S(=O)(=O)N(C)C[C@@H]2Oc3c(NC(=O)C4CCOCC4)cccc3C(=O)N([C@@H](C)CO)C[C@@H]2C)cc1	/	9.1
43	Cc1ccc(CCC(=O)Nc2cc(C(F)(F)F)ccc2Cl)o1	-1.4	29.7
44	CC(=O)C1=C(C)N(Cc2ccco2)C(=O)C1(NC(=O)C1CCCCC1)C(F)(F)F (configuration not stated)	2.9	3.5
45	Cn1c(SCC(=O)Nc2ccccc2F)nnc1-c1ccc(Br)cc1	-3.4	-5.0
46	O=C(c1cccc(CN2CCN(c3nc(-c4ccccc4)ns3)CC2)c1)N1CCC(O)CC1	/	-17.5
47	CCc1ccc(-c2nc3cc(NC(=O)COc4ccc([N+](=O)[O-])cc4)ccc3o2)cc1	-1.1	23.2
48	C[C@]12C=CC(=O)C=C1CC[C@@H]1[C@@H]2C(=O)C[C@@]2(C)[C@H]1CC[C@]2(O)C(=O)CO	0.3	/
49	O=C(COc1ccc(I)cc1)Nc1cc(C(=O)O)cc(C(=O)O)c1	-10.3	-8.2
50	COc1ccc(CN(C)C[C@@H]2Oc3c(NC(=O)Nc4ccc(C(F)(F)F)cc4)cccc3C(=O)N([C@@H](C)CO)C[C@H]2C)cc1	/	-24.5
51	Cc1ccccc1NC(=O)CN(c1ccc(Cl)c(Cl)c1)S(C)(=O)=O	-4.3	-3.8
52	C[C@@H]1CCCCO[C@H](CN(C)C(=O)c2ccccc2)[C@@H](C)CN([C@@H](C)CO)C(=O)c2cc(NS(=O)(=O)c3ccccc3)ccc2O1	/	-7.3
53	NC(N)=NS(=O)(=O)c1ccc(NC(=O)OC2CCCC2)cc1	/	5.8
54	C[C@@H]1CCCCO[C@H](CN(C)S(C)(=O)=O)[C@@H](C)CN([C@H](C)CO)C(=O)c2cc(NC(=O)CCCN(C)C)ccc2O1	-5.7	/
55	O=C(CCn1cnc2ccccc2c1=O)Nc1ccc(S(=O)(=O)N2CCCCC2)cc1	0.2	1.8
56	Nc1nc(COc2cccc3cccnc23)nc(Nc2ccccc2)n1	0.5	47.9
57	COc1ccc(OC)c(S(=O)(=O)N(C)CC(=O)Nc2cccc(Cl)c2C)c1	0.8	-5.4
58	C[C@H]1CN([C@@H](C)CO)C(=O)c2cc(-c3ccccc3)cnc2O[C@@H]1CN(C)C	/	5.0
59	C[C@@H]1CN([C@H](C)CO)C(=O)c2c(c3ccccc3n2C)-c2ccccc2CO[C@@H]1CN(C)C(=O)N[C@H](C)c1ccccc1	/	-1.4
60	COc1ccc(S(=O)(=O)N(C)C[C@H]2OCCCC[C@@H](C)Oc3ccc(NS(C)(=O)=O)cc3C(=O)N([C@H](C)CO)C[C@@H]2C)cc1	0.5	/

(cont.)
item	SMILES	STK33 inh	mut p53 react
61	Cc1ccc(-c2nc3ccccc3s2)cc1NC(=O)COc1ccccc1Cl	13.7	31.7
62	CNC[C@@H]1OCCCC[C@@H](C)Oc2ccc(NS(=O)(=O)c3ccc(C)cc3)cc2C(=O)N([C@H](C)CO)C[C@@H]1C	0.2	/
63	C[C@H]1CCCCO[C@@H](CN(C)C(=O)Nc2ccc(C(F)(F)F)cc2)[C@@H](C)CN([C@@H](C)CO)C(=O)c2cc(NS(C)(=O)=O)ccc2O1	/	3.5
64	C[C@@H]1CN([C@@H](C)CO)C(=O)c2cc(NS(=O)(=O)c3ccc(F)cc3)ccc2O[C@H]1CN(C)C(=O)Nc1ccccc1	-1.9	/
65	C[C@H](CO)N1C[C@H](C)[C@H](CN(C)S(=O)(=O)c2ccc(F)cc2)OCc2cnnn2CCCC1=O	-6.6	/
66	S=C(NCc1ccco1)N1CCN(c2ncccn2)CC1	0.4	-4.1
67	C[C@@H]1CN([C@H](C)CO)C(=O)Cc2cc(N(C)C)ccc2O[C@H]1CN(C)S(=O)(=O)c1ccc(F)cc1	-3.4	/
68	Cc1noc(C)c1NC(=O)N(C)C[C@@H]1Oc2ccc(NC(=O)Cc3cn(C)c4ccccc34)cc2CC(=O)N([C@@H](C)CO)C[C@@H]1C	-1.4	-4.6
69	Cc1noc(C)c1NC(=O)N(C)C[C@H]1Oc2ccc(NC(=O)Nc3cccc4ccccc34)cc2C(=O)N([C@@H](C)CO)C[C@H]1C	/	1.4
70	C[C@H]1CN([C@@H](C)CO)C(=O)c2cccc(NC(=O)Nc3ccc(C(F)(F)F)cc3)c2O[C@@H]1CN(C)Cc1ccc(-c2ccccc2)cc1	-1.0	/
71	C[C@H](CO)N1C[C@H](C)[C@@H](CN(C)C(=O)Nc2ccc(F)cc2)Oc2ccc(NC(=O)CCN3CCOCC3)cc2C1=O	/	10.3
72	CNC[C@H]1Oc2ccc(NC(=O)C3CC3)cc2C(=O)N([C@@H](C)CO)C[C@H]1C	-0.8	8.4

A draw from above in order of molar mass, lowest first:
item	SMILES	STK33 inh	mut p53 react
67	C[C@@H]1CN([C@H](C)CO)C(=O)Cc2cc(N(C)C)ccc2O[C@H]1CN(C)S(=O)(=O)c1ccc(F)cc1	-3.4	/
62	CNC[C@@H]1OCCCC[C@@H](C)Oc2ccc(NS(=O)(=O)c3ccc(C)cc3)cc2C(=O)N([C@H](C)CO)C[C@@H]1C	0.2	/
64	C[C@@H]1CN([C@@H](C)CO)C(=O)c2cc(NS(=O)(=O)c3ccc(F)cc3)ccc2O[C@H]1CN(C)C(=O)Nc1ccccc1	-1.9	/
68	Cc1noc(C)c1NC(=O)N(C)C[C@@H]1Oc2ccc(NC(=O)Cc3cn(C)c4ccccc34)cc2CC(=O)N([C@@H](C)CO)C[C@@H]1C	-1.4	-4.6
70	C[C@H]1CN([C@@H](C)CO)C(=O)c2cccc(NC(=O)Nc3ccc(C(F)(F)F)cc3)c2O[C@@H]1CN(C)Cc1ccc(-c2ccccc2)cc1	-1.0	/

(continued)
item	SMILES	STK33 inh	mut p53 react
73	COc1cccc(S(=O)(=O)Nc2ccc3c(c2)[C@@H]2C[C@@H](CC(=O)NC4CCCCC4)O[C@@H](CO)[C@@H]2O3)c1	/	-4.3
74	Cn1ncc2c(NN3C(=O)CCC3=O)ncnc21	/	-17.0
75	O=C(Cc1ccncc1)Nc1ccc2c(c1)[C@@H]1C[C@@H](CC(=O)N3CCc4ccccc4C3)O[C@@H](CO)[C@@H]1O2	/	5.8
76	COC(=O)C[C@@H]1C[C@H]2c3cc(NC(=O)c4ccc5c(c4)OCO5)ccc3O[C@H]2[C@H](CO)O1	/	2.8
77	C=C1CC[C@H]2[C@@](C)(CCC(O)[C@@]2(C)CO)[C@@H]1CCC1=CCOC1=O (some centres not stated)	-0.5	12.0
78	COCC#Cc1cnc2c(c1)C(=O)N([C@@H](C)CO)C[C@@H](C)[C@@H](CN(C)C(=O)c1cccc(F)c1)O2	/	-14.5
79	Cc1sc2ncnc(Nc3cccc(C(=O)O)c3)c2c1C	1.1	7.3
80	C[C@@H]1CN([C@H](C)CO)C(=O)CCCn2nncc2CO[C@H]1CN(C)S(=O)(=O)c1ccc(F)cc1	-5.4	/
81	Cc1cccc(NC(=O)C(Cc2ccc([N+](=O)[O-])cc2)N2C(=O)c3ccccc3C2=O)c1 (configuration not stated)	1.1	11.8
82	c1coc(CNc2nc3ccccc3n2CCN2CCCCC2)c1	-2.7	3.9
83	C=C(CC[C@@H](C)[C@H]1CCC2(C)C3=C(C[C@H](O)[C@]12C)[C@@]1(C)CC[C@@H](OC(=O)CC(=O)O)C(C)(C)C1CC3)[C@@H](C)C(=O)O (some centres not stated)	-6.5	-10.4
84	C[C@H](CO)N1C[C@H](C)[C@H](CN(C)S(=O)(=O)c2ccccc2)Oc2c(NC(=O)c3cnccn3)cccc2C1=O	/	2.3
85	COc1ccc(NC(=O)Nc2ccc3c(c2)CC(=O)N([C@@H](C)CO)C[C@@H](C)[C@@H](CN(C)C(=O)Nc2ccc4c(c2)OCO4)O3)cc1	-0.3	/

Single values from the entries so far:
mut p53 react, no. 72 stands at 8.4
STK33 inh, no. 47 stands at -1.1
STK33 inh, no. 36 stands at 2.1
